MEKK2mut PB1 HTS: MEK5 binding signal on mutant MEKK2 PB1, primary screen, biochemical, multiplex bead flow cytometry, Alexa488-MEK5; hit rate 0.35% among 290,000; Alexa488-MEK5 binding to MEKK2 mutant; percent response, % at 10 µM; in the data active means percent response above about 24%, passing the limit was not always enough; further: inactives centre near 1; some results filed as inactive read as strong as hits
MEKK2wt PB1 HTS: modulators of MEK5 binding to wildtype MEKK2, primary screen, biochemical, multiplex bead flow cytometry, Alexa488-MEK5; Alexa488-MEK5 binding to MEKK2 WT; actives lie on both sides; binding response (% of control), % at 10 µM; hit rate 1.1% among 290,000; AID 1531, 2009; in the data active means binding response below about 67% or above about 130%
CRFR2-BP antag: antagonists of CRF-BP/CRF-R2 complex, primary screen, cell-based, HEK293, calcium dye fluorescence, uHTS. CRF-induced calcium fluorescence. hit rate 0.59% among 350,000. inhibition, % at 11.8 µM;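 active means inhibition of the ligand-induced calcium signal above about 50% at the single tested concentration, limit read from the data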
CRFBP-R2 agonist: agonists of CRF-BP/CRF-R2 complex, primary screen, cell-based, HEK293, calcium dye fluorescence, uHTS. CRF-binding protein / CRF receptor 2 complex (human). calcium dye fluorescence (FLIPR); percent of saturating CRF peptide response. activation, % at 13.2 µM. hit rate 0.46% among 350,000. AID 588473, 2011;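 active means activation of at least 50%, plus an integration ratio under a set limit after plate pattern correction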;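 further: plate controls were neutral control wells without compound for no effect and CRF at EC100 for full effect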
DNA FID counter: compounds displacing fluorescent DNA intercalator, primary screen, artefact control for HCV NS3 helicase inhibitor project, biochemical, FID fluorescence. DNA fluorescent intercalator displacement. inhibition, % at 7.9 µM. hit rate 0.17% among 290,000. AID 1845, 2009; in the data active means inhibition above about 37%;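 further: 0% = vehicle and 100% = reference compound; higher means more ethidium bromide displaced from hairpin DNA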
GalR3 antag: GalR3 antagonists in HEK293 cells, primary screen, cell-based, fluorescence readout | Galanin receptor type 3 (Homo sapiens), O60755 | HEK293 GalR3-CNG cAMP membrane potential fluorescence; galR3 body fused to GalR1 C-terminus | inhibition, % at 3 µM | hit rate 0.44% among 360,000;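 active means inhibition above the screen-wide average plus 3 SD, cut at about 13% in these data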;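 further: forskolin and galanin both at EC90 stimulate the cells; cAMP rise reported by CNG channel membrane potential dye signal; 0% = forskolin plus galanin with DMSO and 100% = forskolin alone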
MEKK3 PB1 HTS: modulators of MEKK3-MEK5 PB1 binding, primary screen, biochemical, wildtype MEKK3, multiplex bead flow cytometry, Alexa488-MEK5 | Mitogen-activated protein kinase kinase kinase 3 (Homo sapiens), Q99759 | bead-based flow cytometry, Alexa488-MEK5 binding to MEKK3; actives lie on both sides; 0 = blocked by unlabeled MEK5, 100 = vehicle | binding response (% of control), % at 10 µM | hit rate 1.4% among 290,000 | AID 1529, 2009;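 active means binding response more than 3 SD above or below the average of its plate-row segment, actives on both sides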;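 further: Alexa488 bead fluorescence after subtracting the streptavidin-only scavenger bead signal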
Target sequence (Q99759 whole entry, looked up): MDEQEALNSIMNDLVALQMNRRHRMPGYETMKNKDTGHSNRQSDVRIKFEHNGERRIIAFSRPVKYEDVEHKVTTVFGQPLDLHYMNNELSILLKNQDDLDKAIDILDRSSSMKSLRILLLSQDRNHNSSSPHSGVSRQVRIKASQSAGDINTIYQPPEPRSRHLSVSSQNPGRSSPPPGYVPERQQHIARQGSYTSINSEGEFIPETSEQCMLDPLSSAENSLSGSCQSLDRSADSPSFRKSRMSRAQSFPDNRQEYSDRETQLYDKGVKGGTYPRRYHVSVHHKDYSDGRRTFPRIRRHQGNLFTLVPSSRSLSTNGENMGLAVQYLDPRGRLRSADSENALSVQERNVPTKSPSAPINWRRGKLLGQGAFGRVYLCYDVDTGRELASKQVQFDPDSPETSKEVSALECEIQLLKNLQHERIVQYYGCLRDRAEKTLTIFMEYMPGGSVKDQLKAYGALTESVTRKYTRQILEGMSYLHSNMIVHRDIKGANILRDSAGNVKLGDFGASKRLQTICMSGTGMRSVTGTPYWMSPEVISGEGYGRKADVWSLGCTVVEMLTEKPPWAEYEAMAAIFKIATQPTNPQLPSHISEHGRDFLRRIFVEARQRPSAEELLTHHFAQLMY
NS3 helicase inh: inhibitors of HCV NS3 helicase, primary screen, biochemical, Cy5 molecular beacon fluorescence | hit rate 0.56% among 290,000 | AID 1800, 2009 | NS3 helicase DNA unwinding | inhibition, % at 10.9 µM;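 active means inhibition above the mean of all tested compounds plus 3 SD, set per campaign, cut at about 35% in these data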;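 further: 0% = DMSO wells and 100% = thioflavine S control wells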
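Compound dosing – single dose, 10.9 µM nominal final, DMSO 0.8% final · System – NS3 helicase fragment of HCV · Buffer or medium – MOPS pH 6.5, MgCl2, DTT, Tween20, BSA · Signal – Cy5 beacon fluorescence read at start and 1 h · Also added – annealed dual-labelled DNA beacon duplex, ATP-started · Schedule – 1 h at 25 °C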
SUMO HTRF inh: inhibitors of in vitro SUMOylation cascade, primary screen, biochemical, HTRF, uHTS | SUMO-conjugating enzyme UBC9 (Homo sapiens), P63279 | hit rate 0.36% among 290,000 | inhibition, % at 35 µM | HTRF SUMOylation assay, SAE1/SAE2 + UBC9; in the data active means inhibition above about 50%, passing the limit was not always enough; further: strong numbers were not always called active
Target sequence (P63279 whole entry, looked up): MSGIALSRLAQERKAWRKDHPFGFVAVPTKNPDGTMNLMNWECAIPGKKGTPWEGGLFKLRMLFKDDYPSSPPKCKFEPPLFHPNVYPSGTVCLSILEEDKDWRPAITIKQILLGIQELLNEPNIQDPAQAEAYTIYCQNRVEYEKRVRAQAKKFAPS
Numbers without * were called inactive; / = not tested or not shown. This is a subset. The share of hits here may be higher or lower than overall.

nr	smiles	NS3 helicase inh	GalR3 antag	CRFBP-R2 agonist	DNA FID counter	CRFR2-BP antag	MEKK2mut PB1 HTS	MEKK3 PB1 HTS	SUMO HTRF inh	MEKK2wt PB1 HTS
1	Cc1ccccc1OCCC(=O)Nc1c(C)n(C)n(-c2ccccc2)c1=O	1.7	-3.0	-1.2	-10.4	-3.4	-1.0	77.0	/	107.0
2	COCCNC(=O)C(c1ccc(C)o1)N(C(=O)c1snc(C(N)=O)c1N)c1ccc(C)c(C)c1 (centres undefined)	-0.4	-0.8	-2.8	-35.5	-13.2	-7.0	89.0	5.0	91.0
3	Cc1ccc(C)c(-c2nnc(NC(=O)Cc3ccccc3)o2)c1	15.6	0.5	2.1	-23.4	1.6	-2.0	98.0	7.0	97.0
4	Oc1ccc(C2C(c3ccccc3)=NN=C(c3ccccc3F)N2O)c(O)c1 (centres undefined)	1.8	-1.2	-1.0	-6.3	-8.9	-2.0	95.0	22.3	92.0
5	COc1cccc(-n2nnc3c(=O)n(CC(=O)Nc4ccc(C)cc4)cnc32)c1	0.3	-1.5	0.5	-3.9	16.6	2.0	101.0	-9.2	101.0
6	COc1ccc2cc3c(N)nn(C(=O)Cc4ccccc4OC)c3nc2c1	7.0	1.6	-5.2	-3.8	-29.6	10.0	109.0	10.7	98.0
7	Cc1cccc2[nH]c(CN(C)C(=O)C3CCC(=O)N(C4CC4)C3)nc12 (centres undefined)	-1.6	-1.0	-1.2	2.7	14.1	-2.0	98.0	10.2	99.0
8	CC(=O)NC(Cc1ccccc1)C(=O)NC1CCN(C(=O)NCc2ccccc2)CC1 (centres undefined)	-1.7	-6.7	-0.9	-8.2	9.4	0.0	102.0	2.6	99.0

Structures listed so far that have four or more nitrogen atoms, in the order listed:
nr	smiles	NS3 helicase inh	GalR3 antag	CRFBP-R2 agonist	DNA FID counter	CRFR2-BP antag	MEKK2mut PB1 HTS	MEKK3 PB1 HTS	SUMO HTRF inh	MEKK2wt PB1 HTS
2	COCCNC(=O)C(c1ccc(C)o1)N(C(=O)c1snc(C(N)=O)c1N)c1ccc(C)c(C)c1 (centres undefined)	-0.4	-0.8	-2.8	-35.5	-13.2	-7.0	89.0	5.0	91.0
5	COc1cccc(-n2nnc3c(=O)n(CC(=O)Nc4ccc(C)cc4)cnc32)c1	0.3	-1.5	0.5	-3.9	16.6	2.0	101.0	-9.2	101.0
6	COc1ccc2cc3c(N)nn(C(=O)Cc4ccccc4OC)c3nc2c1	7.0	1.6	-5.2	-3.8	-29.6	10.0	109.0	10.7	98.0
7	Cc1cccc2[nH]c(CN(C)C(=O)C3CCC(=O)N(C4CC4)C3)nc12 (centres undefined)	-1.6	-1.0	-1.2	2.7	14.1	-2.0	98.0	10.2	99.0
8	CC(=O)NC(Cc1ccccc1)C(=O)NC1CCN(C(=O)NCc2ccccc2)CC1 (centres undefined)	-1.7	-6.7	-0.9	-8.2	9.4	0.0	102.0	2.6	99.0

The list goes on:
nr	smiles	NS3 helicase inh	GalR3 antag	CRFBP-R2 agonist	DNA FID counter	CRFR2-BP antag	MEKK2mut PB1 HTS	MEKK3 PB1 HTS	SUMO HTRF inh	MEKK2wt PB1 HTS
9	O=C(Cc1ccccc1)NCCc1ccc(Cl)cc1Cl	5.5	/	-0.5	-11.2	1.4	-1.0	100.0	0.0	101.0
10	COc1ccc(NC(=O)CSc2nc(C)cc(C)n2)cc1	2.9	-5.0	-1.6	-1.2	-7.6	10.0	103.0	6.9	108.0
11	COc1ccc(OC)c(NC(=O)CCNC(=O)Cn2ccc3ccccc3c2=O)c1	4.8	-9.1	-1.8	-25.8	4.0	3.0	102.0	3.7	105.0
12	Nn1c(SCc2nc3ccccn3c2Br)nnc1-c1cccnc1	1.4	-1.7	10.0	-3.5	20.0	-5.0	93.0	12.5	97.0
13	COc1cc2c(cc1OC)-c1nnc(C)n1C1(CCCC1)C2	-3.5	-0.7	1.5	-11.3	8.8	-4.0	92.0	-1.5	102.0
14	CC(=O)/C(=C\N(C)C)Sc1ccc(C)cc1	7.3	-5.2	-0.5	-3.2	7.7	-4.0	95.0	17.3	97.0
15	CN(C)c1ccc(C(c2nnnn2C(C)(C)C)N2CCN(C(=O)c3ccco3)CC2)cc1 (centres undefined)	2.9	-4.2	-1.2	-16.4	-2.7	3.0	104.0	16.9	102.0
16	Cc1ccc(SCCC(=O)Nc2nccs2)cc1	5.6	1.4	0.6	-3.5	-1.2	1.0	104.0	8.3	108.0
17	CC1CCCN(C(=O)CN(C)S(=O)(=O)c2cccc3nsnc23)C1 (centres undefined)	-6.5	2.7	0.9	-12.6	15.1	2.0	102.0	16.4	103.0
18	COC(=O)CNC(=O)CN1C(=O)N(c2ccccc2)C(N(O)C(=O)Nc2ccccc2)C1(C)C (centres undefined)	0.6	5.8	3.4	-4.4	-11.2	0.0	106.0	-17.1	111.0
19	CN(C(=O)COC(=O)c1ccc([N+](=O)[O-])cc1N)c1ccccc1	5.0	-8.1	-1.4	-3.9	-3.9	-4.0	103.0	0.4	97.0
20	O=C(NC1CCCCC1)c1cc(-c2ccc(Cl)cc2)on1	-4.2	1.8	-0.5	-2.5	2.2	3.0	102.0	8.4	101.0
21	CCOC(=O)COc1ccc(C)cc1-c1ccno1	-2.4	-6.0	1.6	-6.1	6.9	-2.0	102.0	1.8	98.0
22	N=C1C(=O)OCC1c1ccccc1NC(=O)CN1CCCCC1 (centres undefined)	-9.5	/	-0.5	-5.1	15.0	2.0	104.0	12.7	106.0
23	O=C(Nc1ccc(Cc2ccncc2)cc1)c1ccc(Cl)c([N+](=O)[O-])c1	-6.9	-4.2	0.5	5.5	31.4	12.0	103.0	4.4	106.0
24	O=C(CSc1nccn1Cc1ccccc1)NCc1ccccc1	5.0	0.7	0.9	-11.3	1.6	-1.0	106.0	-4.7	103.0
25	COC(CNC(=S)Nc1ccc([N+](=O)[O-])cc1)OC	2.9	0.1	1.3	2.6	15.5	0.0	102.0	2.5	107.0
26	CC(=O)Nc1cccc(OCc2cnc(Cl)s2)c1	12.6	-0.1	1.1	-4.3	12.1	-12.0	83.0	16.5	84.0
27	CC(=O)C1=C(O)C(=O)N(c2ccc(C(=O)O)cc2)C1c1ccccc1 (centres undefined)	2.0	-1.2	0.6	1.0	33.6	2.0	100.0	8.9	100.0
28	COc1ccccc1NC1=C(Cl)C(=O)OC1OC(=O)c1ccco1 (centres undefined)	-14.4	-5.5	2.0	-1.7	12.5	1.0	101.0	8.8	100.0
29	COc1cc(S(=O)(=O)N(Cc2cccs2)CC2CCCO2)ccc1-n1cnnn1 (centres undefined)	-0.9	5.5	16.0	-24.0	9.3	3.0	107.0	26.8	105.0
30	CC1(C)Cc2c(sc3nc(-c4ccccc4)oc(=O)c23)CO1	0.6	-0.7	-0.6	-1.8	-5.5	-2.0	94.0	1.4	93.0
31	COCc1c(C(=O)N/N=C(/C)c2ccccc2)nnn1-c1nonc1N	1.1	-3.1	-0.1	-3.7	-49.8	4.0	108.0	3.9	105.0
32	COc1ccc(-n2c(C)cc(C(=O)CN3CCC(C)CC3)c2C)cc1	-0.4	-6.7	-0.1	-5.0	-4.1	0.0	113.0	6.7	105.0
33	CCSC1=NCCN1S(=O)(=O)c1ccc(Cl)cc1	-5.1	2.6	0.2	-7.9	16.2	-12.0	109.0	6.4	100.0
34	CCOC(=O)N1CCN(c2c(N3CCN(c4ccc(F)cc4)CC3)c(=O)c2=O)CC1	-5.3	0.7	-0.9	-29.4	-0.7	-3.0	100.0	15.1	94.0
35	CCOC(=O)c1cc(CNC(=O)c2c(C)oc3c2CCCC3)c(C)o1	8.3	2.3	2.6	-10.4	-0.6	4.0	99.0	7.2	105.0
36	CCCc1nc(SCC(=O)N2CCC(Cc3ccccc3)CC2)c2c(=O)n(C)c(=O)n(C)c2n1	3.0	/	1.5	-1.7	-15.2	4.0	103.0	9.3	102.0
37	Cc1c(C=O)c(Cl)n(C)c(=O)c1C#N	1.3	1.4	6.3	0.7	5.0	-5.0	82.0	46.5	89.0
38	COc1ccccc1CN1C(=O)[C@@H]2Cc3c([nH]c4ccccc34)C(C)(C)N2C1=O	/	-3.6	-1.5	/	-10.4	-4.0	103.0	/	96.0
39	CC(Nc1nc(=S)nc(Nc2ccc(F)cc2)[nH]1)c1ccccc1 (centres undefined)	-24.0	-10.4	-1.5	-2.3	6.3	-2.0	95.0	2.0	91.0
40	COC(=O)C1=C(Nc2ccccc2NS(=O)(=O)c2ccc(C(F)(F)F)cc2Cl)CSC1	14.0	-0.9	0.7	-20.5	14.3	-1.0	101.0	1.1	99.0
41	CC1CCC(NC(=O)COc2ccc(C(=O)c3ccccc3)cc2)CC1 (centres undefined)	-8.6	0.3	0.1	-9.6	-2.9	-2.0	94.0	2.1	93.0
42	Oc1ccc(CNC2CCCCC2)cc1	-13.9	2.0	0.1	7.6	-7.8	10.0	106.0	-13.6	108.0
43	CC1(C)Cc2c(sc3nc4n(c(=N)c23)CCCCC4)CO1	2.7	2.4	-0.7	1.4	-13.0	1.0	100.0	-4.9	103.0
44	CSc1ccc(CN2CCN(S(=O)(=O)Cc3ccccc3)CC2)cc1	-17.1	-2.8	-1.5	-18.4	15.5	2.0	103.0	10.6	101.0
45	CC1=CCC2C(=O)N(c3ccc(OC(=O)c4ccco4)cc3)C(=O)C2C1 (centres undefined)	-9.2	-5.0	0.7	-11.9	-3.6	-1.0	103.0	8.3	101.0
46	O=C(Nc1ccc(Br)cc1)c1ccc2c(c1)OCO2	28.0	-10.8	-0.3	-8.3	-5.2	4.0	109.0	10.1	106.0

Screening data deposited in PubChem by several laboratories.
